# Screens as filed in PubChem BioAssay.
# NOD2-RIPK2 inh = inhibitors of human NOD2-RIPK2 interaction; O43353; CHO BLA complementation NOD2-RIPK2, CCF4 ratio; inhibition, % at 4.98 µM; 360,000 tested, 0.38% active; AID 624267; in the data active means inhibition above about 21%;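 further: 0% = vehicle only and 100% = reference blocker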
# SRC2 inh = human SRC2 (NCOA2) inhibition. Q15596. HEK293 GAL4-SRC2 luciferase reporter, luminescence. inhibition, % at 9 µM. 370,000 tested, 0.17% active. AID 651957;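 active means inhibition above the mean inhibition of all tested compounds plus 3 SD, set per campaign, cut at about 52% in these data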;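 further: 0% = DMSO treated cells and 100% = cells given Gossypol at 36 µM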
# Target sequence (Q15596 whole entry, looked up, the tested form may be a part): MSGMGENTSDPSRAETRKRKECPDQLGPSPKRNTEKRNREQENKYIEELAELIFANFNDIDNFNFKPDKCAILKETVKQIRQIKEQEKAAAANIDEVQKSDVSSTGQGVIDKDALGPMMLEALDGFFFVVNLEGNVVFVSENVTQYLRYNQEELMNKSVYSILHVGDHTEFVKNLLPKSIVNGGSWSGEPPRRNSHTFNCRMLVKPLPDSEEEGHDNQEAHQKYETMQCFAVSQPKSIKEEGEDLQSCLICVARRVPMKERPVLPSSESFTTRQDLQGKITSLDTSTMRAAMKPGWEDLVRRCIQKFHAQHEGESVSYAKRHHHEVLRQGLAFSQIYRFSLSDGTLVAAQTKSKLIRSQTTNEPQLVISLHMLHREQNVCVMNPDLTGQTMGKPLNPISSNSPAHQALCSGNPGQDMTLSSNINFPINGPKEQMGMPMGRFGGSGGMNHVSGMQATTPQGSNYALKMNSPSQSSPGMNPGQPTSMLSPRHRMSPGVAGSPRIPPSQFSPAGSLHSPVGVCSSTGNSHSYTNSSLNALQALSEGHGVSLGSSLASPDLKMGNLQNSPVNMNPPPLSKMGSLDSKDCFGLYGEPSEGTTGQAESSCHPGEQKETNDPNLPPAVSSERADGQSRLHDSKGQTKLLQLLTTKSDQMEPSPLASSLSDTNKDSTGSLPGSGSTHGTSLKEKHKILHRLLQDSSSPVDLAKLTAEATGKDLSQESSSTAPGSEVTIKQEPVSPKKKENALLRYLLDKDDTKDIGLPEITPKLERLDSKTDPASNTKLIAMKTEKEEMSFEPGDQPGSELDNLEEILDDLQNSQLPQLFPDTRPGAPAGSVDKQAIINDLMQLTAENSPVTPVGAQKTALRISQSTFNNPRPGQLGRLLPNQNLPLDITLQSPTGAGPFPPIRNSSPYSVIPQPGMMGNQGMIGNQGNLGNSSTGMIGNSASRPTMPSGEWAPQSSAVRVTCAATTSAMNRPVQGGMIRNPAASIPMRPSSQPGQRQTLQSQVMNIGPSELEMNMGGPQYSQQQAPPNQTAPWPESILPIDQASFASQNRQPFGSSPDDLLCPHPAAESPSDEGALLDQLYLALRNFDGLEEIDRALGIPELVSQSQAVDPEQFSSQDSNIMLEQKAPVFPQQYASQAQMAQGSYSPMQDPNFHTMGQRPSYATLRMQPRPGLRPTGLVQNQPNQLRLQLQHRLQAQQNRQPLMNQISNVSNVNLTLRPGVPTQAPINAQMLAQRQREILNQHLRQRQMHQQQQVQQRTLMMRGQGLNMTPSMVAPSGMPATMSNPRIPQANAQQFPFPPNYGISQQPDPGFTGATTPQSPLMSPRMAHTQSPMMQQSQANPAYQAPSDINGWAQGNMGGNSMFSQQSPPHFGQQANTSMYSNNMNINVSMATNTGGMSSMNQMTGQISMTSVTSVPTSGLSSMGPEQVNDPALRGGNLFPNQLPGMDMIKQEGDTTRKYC
# N-glyco inh = N-linked glycosylation inhibition. D54 ERlucT glycosylation luciferase reporter, 24 h; percent of 100 nM tunicamycin response. reporter increase, % at 12.5 µM. 360,000 tested, 0.23% active. AID 588692;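 active means mean luciferase reporter signal, scaled so untreated is 0 and the glycosylation-blocking control 100, at or above a set limit in every replicate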;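 further: luciferase carries N-glycosylation sites so blocking glycosylation raises the light; 0% = median of neutral control wells and 100% = median of 100 nM tunicamycin wells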
# HTR2A ag = agonists of mouse serotonin 5-HT2A receptor (HTR2A). AID 624169. activation, % at 7.6 µM. 360,000 tested, 0.66% active. CHO-K1 mHTR2A beta-arrestin complementation, luminescence; percent of 30 µM serotonin response;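 active means activation above a run cutoff, the mean activation of all tested compounds plus 3 SD, cut at about 14% in these data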;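 further: 0% = plate median of compound wells and 100% = 30 µM serotonin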
# ABHD5 PLIN5 PPI = inhibitors of human ABHD5-perilipin-5 interaction. Q00G26+Q8WTS1. Split G. princeps luciferase complementation, luminescence, 4 h. inhibition, % at 4 µM. 360,000 tested, 0.78% active. AID 602281;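 active means inhibition above the mean inhibition across every tested compound plus 3 SD, cut at about 22% in these data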;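 further: 0% = DMSO only wells and the 100% control is not disclosed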
# TLR9-MyD88 block = inhibitors of human TLR9-MyD88 binding | Q9NR96+Q99836 | CHO BLA complementation TLR9-MyD88, CCF4 FRET ratio | inhibition, % at 4.98 µM | 340,000 tested, 0.21% active;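 active means inhibition above the mean over all tested compounds plus 3 SD, cut at about 21% in these data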;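 further: 0% = DMSO only wells and 100% = clavulanate BLA inhibitor control wells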
# MC4R barr agon = agonists of human melanocortin 4 receptor (MC4R) beta-arrestin; activation, % at 8.9 µM; AID 540308; U2OS MC4R beta-arrestin complementation, luminescence; percent of melanotan II response, DMSO zero; 360,000 tested, 0.98% active; P32245;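 active means activation above a per-plate cutoff, the mean activation of sample wells on that plate plus 3 SD, cut at about 8% in these data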
# H9c2 protect = modulators protecting cardiomyocytes from myocardial damage; 360,000 tested, 0.63% active; H9c2 cardiomyocytes, H2O2 injury protection, ATPLite, 2 h; AID 588492; protection from H2O2 cell death, % at 20 µM;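 active means compounds giving at least 50% protection of heart cells from peroxide-induced death in the single-dose screen, raw or plate-pattern-corrected value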;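 further: 0% = DMSO wells with peroxide and 100% = DMSO wells without peroxide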
# MC4R antag cAMP = human MC4R antagonism in cAMP assay; AID 540295; MC4R-expressing cells, MTII-stimulated cAMP, LANCE TR-FRET; 360,000 tested, 0.48% active; P32245; inhibition, % at 6.5 µM;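 active means inhibition above its plate's cutoff, the mean of tested wells on that plate plus 3 SD, cut at about 29% in these data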;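 further: 0% = Melanotan II alone and 100% = Melanotan II plus saturating MCL0020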
#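 Assay system: U2OS-MC4R stable cell line; Also added: Melanotan II; Technique: Eu-cAMP/anti-cAMP TR-FRET, emission 671 nm; Times: 30-min compound, 1-h challenge, 1-h detection, room temperature.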
# ABCB6 inh 2 = inhibitors of human ABC transporter ABCB6. Q9NP58. K562-ABCB6 porphyrin accumulation, flow cytometry, 1 h; stronger effect = lower value. fluorescence ratio to DMSO, % at 10 µM. 360,000 tested, 0.19% active. AID 602162;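 active means fluorescence ratio to DMSO below 75%, the collection mean minus 3 SD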;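 further: signal is porphyrin accumulated inside mitochondria; 100% equals median channel fluorescence of DMSO control wells; lower ratio means ABCB6 inhibition with less porphyrin fluorescence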
# Starred values were filed as active, the others as inactive; / = no result given. The list is partial (hit frequency here may not be typical).
SMILES,NOD2-RIPK2 inh,SRC2 inh,N-glyco inh,HTR2A ag,ABHD5 PLIN5 PPI,TLR9-MyD88 block,MC4R barr agon,H9c2 protect,MC4R antag cAMP,ABCB6 inh 2
COc1cc(/C=C/C(=O)O)cc(S(=O)(=O)Nc2ccc3[nH]c(=O)[nH]c3c2)c1OC,-11,1,3,-1,-1,6,-1.8,-4,1,92
CCOc1cccc(C(=O)Nc2nccs2)c1,3,-83,0,-1,-1,-7,0.6,-7,-3,92
Cc1c(C(=O)c2ccc(Cl)cc2[N+](=O)[O-])c2ccccn2c1CCC#N,-17,3,-1,-8,10,-6,-0.1,-7,-4,104
Cc1cc(=O)oc(C)c1C(=O)NCCN(C)Cc1ccccc1,2,-25,-1,-2,6,-4,0.0,-9,24,91
C=C(C)Cn1c(N2CCCC2)nc2c1c(=O)n(C)c(=O)n2C,-7,-36,4,2,-4,-7,-0.1,7,21,97
Cc1c(Cl)cccc1NC(=O)CSc1ccc(-c2cccnc2)nn1,-1,-16,1,-2,0,-4,-2.2,1,-6,99
O=C(O)CCCCCNC(=O)/C=C/c1ccco1,-1,3,2,-1,-4,-8,-1.6,-4,-4,91
CN1CCN(C(=S)Nc2ccc(Cl)cc2)CC1,3,2,1,-6,1,2,1.4,0,12,94
COc1cc(C(=O)N2CCCC(c3cc(C(=O)NCc4ccccc4)no3)C2)cc(OC)c1C (centres undefined),-3,-21,1,-2,0,/,-2.0,0,-3,109
COc1ccc(Cl)cc1NC(=O)CN(C)C1CCCCC1,-4,21,-6,-4,-3,4,0.5,-14,2,91
O=C(NC1CCCc2ccccc21)c1c(F)cccc1Cl (centres undefined),-5,1,-2,6,6,-2,-1.7,1,-1,98
O=C(COC(=O)/C=C/c1ccc(OC(F)F)cc1)NC1CCCCCC1,-12,-12,1,3,-7,2,0.3,-2,13,104
CCNC(=O)C1(C)CCN(Cc2ccc(C(F)(F)F)cc2)C1 (centres undefined),1,4,3,-1,-1,/,-1.0,-1,-1,99
CCCCCn1c(=O)[nH]c2cc(C(=O)N3CCN(c4ccc(F)cc4)CC3)ccc2c1=O,1,2,-1,2,-3,8,4.6,-14,-2,97
COCCCNc1ncnc2c1cnn2-c1ccc(C)cc1C,-6,-19,-4,0,2,2,-0.7,-2,15,102
O=C(N/C(=C/c1ccc(Cl)cc1)C(=O)N1CCOCC1)c1ccccc1,-8,-21,0,9,3,-2,-0.8,4,6,98
O=C(NCCCN1CCCC1=O)c1cc(=O)c2ccccc2o1,-9,12,1,-5,2,1,-1.1,2,8,102
O=C(CN1CCN(c2ccc(C(F)(F)F)cn2)CC1)Nc1ccc2c(c1)OCO2,-11,-3,0,3,-1,-7,-0.5,-5,-4,102
CCS(=O)(=O)N1CCN(c2ccc(C(=O)NC34CC5CC(CC(C5)C3)C4)cc2[N+](=O)[O-])CC1,0,-9,-5,1,2,-4,-1.5,2,1,93
O=S1(=O)N=C(Nc2ccc(O)cc2)c2ccccc21,-9,2,1,0,11,9,0.0,1,-11,96
O=C(COc1ccc(S(=O)(=O)N2CCOCC2)cc1Cl)N1CCOCC1,0,3,0,2,-1,-4,-1.8,9,0,98
O=C(O)c1nc(-c2ccccc2)n(-c2ccccc2)n1,-1,10,3,3,1,-16,0.7,9,3,94
FC(F)Sc1ccc(-n2c(-c3ccc(Cl)cc3)c[n+]3c2CCC3)cc1,-10,-21,3,-8,-1,-10,-1.1,-16,9,97
O=C(C(=Cc1ccc(F)cc1)c1ccccc1)c1ccc(O)cc1,3,-31,-3,-2,-4,3,0.5,-8,4,93
COc1ccc(-c2cc(C(F)F)n3ncc(C(=O)N4CCCc5ccccc54)c3n2)cc1,-13,-14,-1,3,-2,-6,-1.5,-5,3,101

# (next part)
SMILES,NOD2-RIPK2 inh,SRC2 inh,N-glyco inh,HTR2A ag,ABHD5 PLIN5 PPI,TLR9-MyD88 block,MC4R barr agon,H9c2 protect,MC4R antag cAMP,ABCB6 inh 2
NC(=O)CSc1nnc(-c2ccc(S(=O)(=O)N3CCCC3)cc2)n1CC1CCCO1 (centres undefined),-4,-12,1,-1,7,-5,-2.0,2,11,103
CCc1ccc(N2CC(C(=O)OCC(=O)N(CC)c3c(N)n(Cc4ccccc4)c(=O)[nH]c3=O)CC2=O)cc1 (centres undefined),-6,-27,0,7,6,11,0.5,5,10,98
Cc1ccccc1-n1sc2cc(F)ccc2c1=O,34*,16,-1,9,91*,36*,0.1,-25,7,98
Cc1ccc(S(=O)(=O)N2CCN(C(=O)CCCN3C(=O)NC4(CCCC4)C3=O)CC2)cc1C,-12,1,3,-1,0,-3,-2.5,1,-4,95
N#Cc1cccnc1N1CCN(C(=O)COCC(=O)O)CC1,0,10,0,4,2,1,2.0,7,-5,100
Cc1ccc(C)c(-n2nnnc2Sc2nnnn2-c2ccccc2)c1,7,27,-6,0,18,-1,-0.9,9,10,97
COc1ccccc1N1CCN(C(=O)c2cc3c(=O)n(C)c4ccccc4c3n2C)CC1,5,6,-1,5,-3,-2,1.2,22,18,99
Cc1ncc([N+](=O)[O-])n1CC(C)O (centres undefined),-4,-28,0,-4,-5,-8,0.1,-11,2,98
CC(C)C[C@H]1CN(CCCC[C@H]2CNC(=O)C(=O)N2CCc2ccc(O)cc2)C(=O)C(=O)N1CCc1ccccc1,2,-5,/,0,-8,/,/,/,/,99
CCOc1ccc(C(=S)N2CCCC2)c(OCC)c1,-2,6,0,3,-1,-1,-1.4,-5,10,94
CC1=C(C(=O)OCCNC(=O)c2ccccc2O)C(c2ccccc2[N+](=O)[O-])C(C(=O)OCC2CCCO2)=C(C)N1 (centres undefined),-3,-8,-2,1,0,3,-0.9,-2,6,88
O=S(=O)(c1ccc(Br)s1)N1CCN(Cc2ccc3c(c2)OCO3)CC1,-5,-16,0,1,-3,-3,-2.1,-13,4,106
COc1cccc(C(c2sc3ncnn3c2O)N2CCN(C(=O)c3ccco3)CC2)c1 (centres undefined),0,2,0,7,1,0,0.1,35,3,98
COc1ccc(C(CNC(=O)c2ccccc2C)N2CCCC2)cc1 (centres undefined),-12,7,-4,31*,-4,-3,-3.0,1,9,99
O=C(CNC(=O)c1ccccc1)NCC(=O)OCC(=O)c1ccc([N+](=O)[O-])cc1,2,-16,0,0,-7,3,1.0,2,28,101
CCC1CN(C(=O)NCc2ccc(F)cc2)c2ccccc2O1 (centres undefined),-2,-1,-4,0,0,-3,1.4,6,1,99
CN(C)/C=N/NC(=O)C1Cc2c(ccc3ccccc23)O1 (centres undefined),-1,0,-1,3,6,-10,-1.5,-3,-2,97
CC1=NOC(=O)/C1=C\c1ccc(-c2ccc(Cl)c(C(=O)O)c2)o1,-5,-1,3,1,9,-3,1.1,3,-4,98
C/C(Cl)=C/Cc1c(C)[nH]c2c(ccc3ccccc32)c1=O,-2,16,14,-5,-1,2,0.6,-4,1,93
O=C(NCc1ccccn1)C1CN(S(=O)(=O)c2ccccc2)CCN1S(=O)(=O)c1ccccc1 (centres undefined),-10,-18,-1,4,1,/,-1.5,10,0,98
CC(OC(=O)CC(C)c1ccccc1)C(=O)Nc1ccc(Cl)cn1 (centres undefined),11,-16,-2,-2,0,-7,-2.6,-5,0,95
CCN(C(=O)COC(=O)c1cc(-c2cccs2)nc2ccccc12)C1CCS(=O)(=O)C1 (centres undefined),6,-5,-1,2,3,-5,-1.3,14,1,99
Cn1c(CC(O)c2nc3ccccc3n2C)nc2ccccc21 (centres undefined),-12,-4,4,-2,-5,3,-1.9,0,11,102
CN(C)c1cccc(C(=O)N/N=C/c2ccccc2F)c1,2,8,-19,-6,-4,8,-2.2,-25,8,92
COc1ccc(CCNC(=O)CSCc2ccc([N+](=O)[O-])cc2)cc1OC,-9,-31,2,3,0,1,-1.1,1,-3,99

# Brought forward from above: three entries; new compounds follow.
SMILES,NOD2-RIPK2 inh,SRC2 inh,N-glyco inh,HTR2A ag,ABHD5 PLIN5 PPI,TLR9-MyD88 block,MC4R barr agon,H9c2 protect,MC4R antag cAMP,ABCB6 inh 2
Cn1c(CC(O)c2nc3ccccc3n2C)nc2ccccc21 (centres undefined),-12,-4,4,-2,-5,3,-1.9,0,11,102
CN(C)c1cccc(C(=O)N/N=C/c2ccccc2F)c1,2,8,-19,-6,-4,8,-2.2,-25,8,92
COc1ccc(CCNC(=O)CSCc2ccc([N+](=O)[O-])cc2)cc1OC,-9,-31,2,3,0,1,-1.1,1,-3,99
N#Cc1ccsc1NC(=O)CSc1nnnn1-c1ccc(O)cc1,-7,-40,0,0,7,0,-2.0,0,11,91
COCC(=O)Nc1ccc(S(=O)(=O)Nc2ccccn2)cc1,-5,-24,2,7,-1,3,1.2,3,1,103
COc1ccccc1/C=N/NC(=S)Nc1cccnc1,-5,-2,5,0,-10,1,-0.9,-5,19,100
O=C(c1cc(-c2ccccn2)nc2ccccc12)N1CCN(c2ncccn2)CC1,-2,1,0,-1,2,-3,1.0,15,5,95
OC(COC(c1ccccc1)c1ccccc1)CN1CCN(c2cccc(Cl)c2)CC1 (centres undefined),5,5,-2,-11,-14,-15,-0.3,-16,5,100
Cc1ccc(C(=O)O)cc1-n1c(C)cc(C=O)c1C,2,18,4,1,4,-42,-1.4,5,-3,91
CCn1c2ccccc2c2cc(NC(=O)CNC)ccc21,-1,-2,-1,-5,13,1,1.4,23,-3,95
COc1cc(OC)cc(C(=O)O/N=C(\N)c2ccccn2)c1,-20,-64,1,1,-1,/,1.0,-7,13,103
O=C(CN1CCN(c2cccc(Cl)n2)CC1)N1CC(O)CO1 (centres undefined),4,1,-1,27*,-4,-11,-1.1,0,11,107
CSc1ccccc1NC(=O)C1CC(c2ccccc2O)=NO1 (centres undefined),-15,-18,-2,0,-5,-1,1.0,2,3,97
O=C(NCCN1CCCC1)c1ccc(Cn2c(=S)[nH]c3ccc(Br)cc3c2=O)cc1,7,-8,-3,-10,11,-5,-0.7,22,3,99
Cc1cc(Cl)c(OCCCN(C)C)c(Br)c1,0,-18,-1,-3,4,-4,0.3,3,-4,98
COc1ccccc1CCNC(=O)C(C)n1nc(C)c2c(C)n(-c3ccccc3)nc2c1=O (centres undefined),1,-12,-1,-1,1,1,-3.7,-2,3,99
Cc1[nH]c2ccccc2c1-c1ccc(Cl)nn1,0,-4,-1,-3,7,4,-1.4,13,-6,93
Cc1noc(C)c1S(=O)(=O)Nc1ccc2c(c1)C(=O)N([C@@H](C)CO)C[C@H](C)[C@@H](CN(C)Cc1ccc(C(F)(F)F)cc1)OCCCC[C@H](C)O2,-1,5,-9,-7,2,-17,1.6,-11,20,89
c1ccc2c(c1)CCc1ccccc1C2=C1CCNCC1,0,-9,-4,-10,0,-9,-0.7,0,7,89
COc1ccc(Cl)c(Cn2c(NCCCO)nc3c2c(=O)n(C)c(=O)n3C)c1,2,-17,3,0,-1,4,1.7,-3,-2,102
